KLF5 inhibitor – suppresses KLF5 promoter-driven expression | DLD-1 KLF5 promoter-luciferase reporter, luminescence | inhibition, % at 5 µM | hit rate 0.23% among 290,000 | AID 1700;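 active = inhibition above a per-plate limit of that plate's mean compound inhibition plus 3 SD, cut at about 60% in these data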;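 note: 0% = DMSO wells and 100% = LY294002 at 200 µM; higher means less KLF5 promoter-driven luciferase light; inactives centre near -14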
HSF1 inh – HSF1 inhibition. NIH3T3-HGL HSE-luciferase, MG132-induced, luminescence 8 h; active compounds read low. activity change, negative = inhibition, % at 7.5 µM (by protocol). hit rate 0.77% among 300,000;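 active = more than half of replicate wells show activity change below -50%, luminescence cut by over half; inconclusive = some wells, but at most half, below -50%; inactive = no replicate well below -50%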;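 note: luciferase reports HSF-1 transcriptional activity via heat shock element; 0% = median of DMSO wells and -100% = zero luminescence signal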
GSK3 alpha inh – human GSK-3 alpha kinase inhibition; hit rate 0.1% among 320,000; ADP-Glo luminescence, 60 min; inhibition, % at 10 µM;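 in the data active = inhibition above about 50%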;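 note: GST-tagged GSK-3 alpha with peptide substrate and 25 µM ATP; 0% = DMSO neutral wells and 100% = GW8510 positive control wells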
Target sequence (P49840 whole entry, looked up): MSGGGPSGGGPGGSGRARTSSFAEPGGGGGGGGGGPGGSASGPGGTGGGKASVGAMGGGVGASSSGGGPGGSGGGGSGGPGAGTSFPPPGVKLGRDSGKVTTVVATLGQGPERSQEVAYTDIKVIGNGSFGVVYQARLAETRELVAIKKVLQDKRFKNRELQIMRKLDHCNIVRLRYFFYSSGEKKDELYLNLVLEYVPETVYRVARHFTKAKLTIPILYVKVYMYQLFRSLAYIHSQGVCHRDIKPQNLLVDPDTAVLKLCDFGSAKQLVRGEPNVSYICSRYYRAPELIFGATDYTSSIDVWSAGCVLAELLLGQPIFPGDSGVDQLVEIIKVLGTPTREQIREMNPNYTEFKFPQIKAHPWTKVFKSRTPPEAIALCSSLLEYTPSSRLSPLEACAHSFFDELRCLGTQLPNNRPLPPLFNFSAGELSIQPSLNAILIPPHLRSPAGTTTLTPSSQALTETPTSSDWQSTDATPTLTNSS
Dyrk1A ADPGlo – Dyrk1A (rat) kinase inhibition. Q63470. ADP-Glo luminescence, NFATc1 peptide. inhibition, % at 12.5 µM. hit rate 0.43% among 310,000. AID 504441; in the data active = inhibition above about 50%;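 note: plate controls were vehicle with enzyme for no effect and no enzyme for full effect; many of its hits are not listed in these tables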
HSP90 refold inh – inhibitors of HSP90 luciferase refolding in rabbit reticulocyte lysate; luciferase refolding luminescence, 3 h; inhibition, % at 5.6 µM; hit rate 0.91% among 290,000;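 active = inhibition above the screen-wide mean plus 3 SD, computed separately per campaign, cut at about 16% in these data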;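 note: 0% = DMSO wells and 100% = 60 µM geldanamycin wells; inhibitors lower the luminescence because luciferase stays unfolded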
aSyn 5UTR inh – 5' untranslated region of α-synuclein, MLPCN primary screen; alpha-synuclein 5'UTR reporter, inhibitor activity; inhibition, % (tested at 7.5 µM); AID 1813; hit rate 0.82% among 300,000; in the data active = inhibition above about 60%; inconclusive = no clear call, values can overlap the other calls;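 note: H4 neuroglioblastoma cells stably carrying SNCA 5'UTR luciferase fusion; 0% = DMSO wells and 100% = positive control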
Platelet DG rel – modulates dense granule release in human platelets; human platelet-rich plasma, SFLLRN dense granule ATP release, luminescence; inhibition, %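 (compounds screened at 7.5 µM in platelet-rich plasma)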; hit rate 0.22% among 300,000;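 active = mean replicate score, as percent of positive control, at or above 50; inconclusive = mean below 50 but at least one replicate at or above 50; inactive = mean and every replicate below 50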
GSK3beta inhib – human GSK3beta kinase inhibition. AID 2097. GST-GSK3beta kinase, ADP-Glo luminescence, 60 min; active compounds read low. P49841. activity score (negative = inhibition), % at 10 µM. hit rate 0.038% among 300,000;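 active = more than half of replicate wells score below -50%, meaning over 50% inhibition versus plate controls; inconclusive = some replicates but at most half score below -50%; inactive = no replicate scores below -50%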;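 note: 0% = median DMSO wells and -100% = median GW8510 positive control wells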
Target sequence (P49841 whole entry, looked up): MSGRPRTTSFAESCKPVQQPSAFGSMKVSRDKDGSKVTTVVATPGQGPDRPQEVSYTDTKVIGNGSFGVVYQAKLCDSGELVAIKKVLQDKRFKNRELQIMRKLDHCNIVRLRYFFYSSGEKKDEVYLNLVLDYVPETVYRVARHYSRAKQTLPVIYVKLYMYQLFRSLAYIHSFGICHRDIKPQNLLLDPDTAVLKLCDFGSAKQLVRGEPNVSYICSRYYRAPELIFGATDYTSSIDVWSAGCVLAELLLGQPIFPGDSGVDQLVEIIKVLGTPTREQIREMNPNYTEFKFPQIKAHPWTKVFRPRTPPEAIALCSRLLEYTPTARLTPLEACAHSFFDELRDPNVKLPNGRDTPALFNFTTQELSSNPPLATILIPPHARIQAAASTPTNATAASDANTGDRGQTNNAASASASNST
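Assay system: GST-fused GSK3beta enzyme, cell-free / Medium: Tris pH 7.5 buffer with MgCl2, DTT, BSA, heparin / Also added: peptide substrate plus 25 µM ATP (final) / Compound: 10 µM single point / Timing: kinase reaction with compound 60 min at room temperature / Detection: ADP-Glo luminescence / Benchmarks: DMSO neutral wells and GW8510 at 20 µM as positive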
HSF1 activator – increases HSF-1 driven luciferase reporter signal; NIH3T3-HGL HSF-1 luciferase reporter, MG132, 8 h; 100% = twice DMSO control signal; activation, % at 9 µM; hit rate 1.7% among 300,000; AID 504408;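 active = mean replicate activation of at least 50% with a set share of replicates each reaching 50%; inconclusive = only one of those two conditions met; inactive = mean below 50% and too few replicates reaching it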;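 note: 0% = median of the neutral control wells and 100% = twice that signal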
IEC-6 cytotox – IEC-6 cytotoxicity, counter-screen for KLF5 inhibitors; inhibition, % at 5 µM; hit rate 0.78% among 290,000; AID 1825; luminescence viability; in the data active = inhibition above about 22%;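 note: 0% = plate median of test compound wells and 100% = cytotoxic reference compound wells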
The depositor's hits bear a star; ? = inconclusive; nt = not tested or not shown; & = joins results of further samples. A portion of the library. The share of hits here may be higher or lower than overall.

#1 Cc1cc(=O)n2[nH]c(SCc3ccccc3)nc2n1
#2 CCN(CC)C(=O)CSC1=C(C#N)C(c2ccco2)C(C(=O)OCCOC)=C(C)N1 (stereo unspecified)
#3 c1ccc(CN2CCN(c3cnc4ccccc4n3)CC2)cc1
#4 Cn1c(SCC(=O)N2CCOCC2)nnc1-c1cnccn1
#5 CCCOC1CCCN(C(=O)c2cc(Cl)c(Cl)cc2C(=O)O)C1 (stereo unspecified)
#6 Cc1cc(Cl)cc(Cl)c1OCCN1CCCC1
#7 Cc1ccccc1OCC(=O)NCCC1=CCCCC1
#8 COc1ccc(C(=O)NCCOc2cccc(OC)c2)cc1
Screen / compound no.	1	2	3	4	5	6	7	8
GSK3beta inhib	-3	-1	1	2	3	0	1	2
aSyn 5UTR inh	-3	6	-208	-4	-25	16	1	-21
KLF5 inhibitor	-3	-1	-101	-17	26	-49	9	-22
HSF1 inh	-4	1	14	-7	-6	3	6	0
HSF1 activator	-6	-4	38	3	3	5	8	-9
GSK3 alpha inh	nt	-1	-1	-3	-2	-1	-2	-1
Dyrk1A ADPGlo	-1	5&-5	7	-5	-2	7	-8	-1
HSP90 refold inh	2	-1	0	-4	3	2	1	-2
Platelet DG rel	2	-3	-5	8	0	2	11	0
IEC-6 cytotox	-1	1	-2	-12	4	8	-4	-5

#9 O=C(COC(=O)c1cc[n+]([O-])cc1)Nc1ccc2c(c1)OCCO2
#10 O=C(O)c1ccc(S(=O)(=O)NCc2cccnc2)cc1
#11 Cc1ccc(C2(C)NC(=O)N(CC(=O)Nc3ccc(-c4nc5ccc(C)cc5s4)cc3)C2=O)cc1 (stereo unspecified)
#12 CC(C)(C)OC(=O)CC[C@@H](C(=O)N1CCN(C(=O)OC(C)(C)C)CC1)n1cc(C(CO)NC(=O)OC(C)(C)C)nn1 (stereo partly specified)
#13 N/C(=N\OC(=O)COc1ccc(Cl)cc1Cl)c1ccccn1
#14 COc1cccc(/C=C2\N=C(SC)SC2=O)c1OC
#15 COCCCn1cnc2oc3nc4ccccc4nc3c2c1=O
#16 CCCCCCSc1ccc([C@H]2N[C@@](C)(C(=O)OC)[C@H]3C(=O)N(C)C(=O)[C@@H]23)cc1
Screen / compound no.	9	10	11	12	13	14	15	16
GSK3beta inhib	-4	2	-3	4	1	3	-2	2
aSyn 5UTR inh	-3	-10	-160	-37	9	-1	0	5
KLF5 inhibitor	-46	-18	-98	-9	-47	17	-129	nt
HSF1 inh	-33	0	-9	5	28	31	10	-7
HSF1 activator	-47	-4	-23	7	74*	56*	27	-4
GSK3 alpha inh	3	0	0	0	0	-1	2	-2
Dyrk1A ADPGlo	19	0	-2	-2	1	-6	-4	17
HSP90 refold inh	-2	0	10	1	13	7	12	nt
Platelet DG rel	-2	0	-9	-9	8	-2	-7	-3
IEC-6 cytotox	-2	0	-5	4	8	8	3	nt

An excerpt of these results, tab-delimited.
#	mol	GSK3beta inhib	aSyn 5UTR inh	KLF5 inhibitor	HSF1 inh	HSF1 activator	GSK3 alpha inh	Dyrk1A ADPGlo	HSP90 refold inh	Platelet DG rel	IEC-6 cytotox
13	N/C(=N\OC(=O)COc1ccc(Cl)cc1Cl)c1ccccn1	1	9	-47	28	74*	0	1	13	8	8
12	CC(C)(C)OC(=O)CC[C@@H](C(=O)N1CCN(C(=O)OC(C)(C)C)CC1)n1cc(C(CO)NC(=O)OC(C)(C)C)nn1 (stereo partly specified)	4	-37	-9	5	7	0	-2	1	-9	4
15	COCCCn1cnc2oc3nc4ccccc4nc3c2c1=O	-2	0	-129	10	27	2	-4	12	-7	3

(listing goes on)
#17 O=C(NCCN1CCOCC1)/C(=C\c1ccccc1Cl)NC(=O)c1ccccc1
#18 O=C(Nc1cccc(NC(=O)c2cccc([N+](=O)[O-])c2)n1)c1cccc([N+](=O)[O-])c1
#19 CC(C)c1ccc(NC(=S)NN2C(C)CCCC2C)cc1 (stereo unspecified)
#20 COc1ccc([C@H]2[C@@H]3C=CCC[C@@]3(C)C(=O)N2Cc2ccccc2)cc1Cl
#21 CCCCC(=O)Nc1ccc(C(=O)N(CC)c2ccccc2C)cc1
#22 Cc1ccc(OC(=O)N2CCOCC2)cc1
#23 COC(=O)C1=CN(c2cc(C)cc(C)c2)C=C(C(=O)OC)C1c1cccc(F)c1
#24 COc1nc(-c2ccccc2Cl)ccc1C#N
Screen / compound no.	17	18	19	20	21	22	23	24
GSK3beta inhib	-1	-2	-1	-3	-3	-2	1	-6
aSyn 5UTR inh	-11	-48	2	41	-8	-33	28	53
KLF5 inhibitor	-4	-22	-21	nt	0	-7	-15	-46
HSF1 inh	-2	0	-1	15	0	5	1	-7
HSF1 activator	35	-3	0	1	7	-3	6	2
GSK3 alpha inh	2	-1	-1	-1	-1	8	-2	2
Dyrk1A ADPGlo	2	nt	-2	8	0	4	-6	4
HSP90 refold inh	1	7	1	nt	1	2	2	-3
Platelet DG rel	-3	1	-9	-3	3	4	7	0
IEC-6 cytotox	4	1	-1	nt	6	6	-4	2

#25 C(=N\Nc1nc(N2CCCCC2)nc(N2CCCCC2)n1)/c1c[nH]c2ccccc12
#26 COc1ccc(C(=O)NN/C(C)=C/C(=O)c2ccccc2)cc1
#27 COc1ccccc1NC(=O)NCc1ccco1
#28 Clc1cccc(CN2CCN(Cc3nc(CCc4ccccc4)no3)CC2)c1
#29 Cc1c(NC(=O)c2cc(-c3cccs3)on2)c(=O)n(-c2ccccc2)n1C
#30 COC(=O)c1ccc(NC(=O)COC(=O)CSc2nc(C)cc(C)n2)cc1
#31 CC(C)(C)NC(=S)N/N=C\c1ccc(-c2ccc([N+](=O)[O-])cc2)o1
#32 O=C(Cc1nn[nH]n1)c1ccccc1O
Screen / compound no.	25	26	27	28	29	30	31	32
GSK3beta inhib	1	0	-2	4	3	2	3	5
aSyn 5UTR inh	-16	-3	-10	40	-12	12	-79	3
KLF5 inhibitor	-15	-13	-14	14	-11	-3	-35	10
HSF1 inh	4	-4	1	21	-9	-7	34	-7
HSF1 activator	28	18	-15	?	10	-4	33	-9
GSK3 alpha inh	-2	1	3	nt	-1	-1	1	-6
Dyrk1A ADPGlo	3	nt	6	nt	5	nt	nt	0
HSP90 refold inh	-6	1	0	2	0	-2	2	-11
Platelet DG rel	0	-12	-1	-4	-3	-2	-7	1
IEC-6 cytotox	-4	-13	-7	2	0	-4	-1	-7

#33 Cn1nc(C(=O)Nc2sc3c(c2C#N)CCCC3)ccc1=O
#34 CCn1c(CSc2nnc(-c3cccnc3)n2-c2ccccc2C)nc2cc(C(=O)O)ccc21
#35 CCOc1ccc(CCNC(=O)COC(=O)c2cccnc2OCC)cc1OCC
#36 Cc1ccc2c(CN3CCCc4ccccc43)cc(=O)oc2c1C
#37 CCOc1ccc(NC(=O)CN2C(=O)CSC2=O)cc1
#38 Cc1ccc(NC(=O)C(Cc2ccccc2)N2C(=O)C3C4CCC(C4)C3C2=O)cc1Cl (stereo unspecified)
#39 Brc1ccc2ncnc(NCc3ccccc3)c2c1
#40 O=C(N/N=C/c1cccnc1)c1cc(O)c(O)c(O)c1
Screen / compound no.	33	34	35	36	37	38	39	40
GSK3beta inhib	2	nt	-1	4	0	-4	0	0
aSyn 5UTR inh	-48	nt	16	13	10	-24	12	-4
KLF5 inhibitor	1	-10	-37	-8	-9	1	-8	-5
HSF1 inh	12	nt	-14	3	3	8	-34	0
HSF1 activator	-2	nt	-2	1	-2	12	-36	2
GSK3 alpha inh	2	0	3	3	0	0	1	1
Dyrk1A ADPGlo	-8	nt	1	10	-3	2	18	19
HSP90 refold inh	-3	1	1	0	2	3	2	-6
Platelet DG rel	5	nt	6	0	9	14	17	2
IEC-6 cytotox	3	0	-2	-2	-8	-5	12	-2

#41 COc1ccc(-c2nnc(SCc3nnc(-c4cccs4)o3)n2CC2CCCO2)cc1 (stereo unspecified)
#42 COc1cccc2[nH]c3c(Cl)ncnc3c12
#43 N#Cc1cccc(NC(=O)CNc2cccc(S(=O)(=O)N3CCCC3)c2)c1
#44 O=C(COc1ccc(S(=O)(=O)N2CCCCC2)cc1)N1CCCCCC1
#45 Cc1ccccc1-n1c(Cc2cccs2)n[nH]c1=S
#46 O=C(O)C(Cc1ccccc1)N1C(=O)/C(=C/c2ccccc2)SC1=S (stereo unspecified)
#47 Cc1cc(NC(=O)CCC(=O)N(CC(=O)NC2CCCC2)Cc2ccco2)no1
#48 CCOC(=O)SC1=N/C(=C\c2ccc(N(C)C)cc2)C(=O)S1
#49 Cc1[nH]c2ccccc2c1C(=O)C(=O)N1c2ccccc2CC1C (stereo unspecified)
#50 COc1cc(NC(=S)Nc2ccc3c(c2)OCCO3)cc(OC)c1OC
Screen / compound no.	41	42	43	44	45	46	47	48	49	50
GSK3beta inhib	1	-3	-1	-4	5	12	0	2	3	-1
aSyn 5UTR inh	22	12	4	-10	27	-13	11	-18	-10	-7
KLF5 inhibitor	21	-20	nt	-23	-16	-33	-45	6	-18	-56
HSF1 inh	-8	-8	0	-4	-6	-9	5	-10	-6	3
HSF1 activator	-8	0	-8	5	-2	12	26	-6	25	-1
GSK3 alpha inh	0	1	0	-2	-2	-8	-2	-8	0	3
Dyrk1A ADPGlo	3	-2	3	6	-1	-6	-3	7	-4	2
HSP90 refold inh	-8	2	nt	-1	-3	-3	-2	1	1	-3
Platelet DG rel	6	-8	25	-3	1	-12	2	3	-10	-10
IEC-6 cytotox	-3	8	nt	-6	-7	3	-3	-4	7	0

Compound profiles, from the list above:
O=C(O)C(Cc1ccccc1)N1C(=O)/C(=C/c2ccccc2)SC1=S (stereo unspecified) across the screens: GSK3beta inhib = 12; aSyn 5UTR inh = -13; KLF5 inhibitor = -33; HSF1 inh = -9; HSF1 activator = 12; GSK3 alpha inh = -8; Dyrk1A ADPGlo = -6; HSP90 refold inh = -3; Platelet DG rel = -12; IEC-6 cytotox = 3
Cc1ccccc1-n1c(Cc2cccs2)n[nH]c1=S across the screens: GSK3beta inhib = 5; aSyn 5UTR inh = 27; KLF5 inhibitor = -16; HSF1 inh = -6; HSF1 activator = -2; GSK3 alpha inh = -2; Dyrk1A ADPGlo = -1; HSP90 refold inh = -3; Platelet DG rel = 1; IEC-6 cytotox = -7
COc1cccc2[nH]c3c(Cl)ncnc3c12 across the screens: GSK3beta inhib = -3; aSyn 5UTR inh = 12; KLF5 inhibitor = -20; HSF1 inh = -8; HSF1 activator = 0; GSK3 alpha inh = 1; Dyrk1A ADPGlo = -2; HSP90 refold inh = 2; Platelet DG rel = -8; IEC-6 cytotox = 8
